# Screening data from PubChem.
# MC4R antag cAMP = MC4R antagonists of cAMP signaling, primary screen, cell-based, TR-FRET, antagonist arm of biased-ligand search; Melanocortin receptor 4 (Homo sapiens), P32245; 360,000 compounds, 0.48% hits; MC4R-expressing cells, MTII-stimulated cAMP, LANCE TR-FRET; inhibition, % at 6.5 µM;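 active means inhibition above its plate's cutoff, the mean of tested wells on that plate plus 3 SD, cut at about 29% in these data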;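 further: 0% = Melanotan II alone and 100% = Melanotan II plus saturating MCL0020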
#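 Material: human MC4R-expressing U2OS cells. Probe or stimulus: Melanotan II challenge. Dosing: 6.5 µM single dose. Times: 30-min compound, 1-h challenge, 1-h detection, room temperature. Technique: TR-FRET with Eu-cAMP and labeled anti-cAMP, 671 nm. Replication: singlicate.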
# MC4R ag barr = MC4R agonists recruiting beta-arrestin, primary screen, cell-based, luminescence, agonist arm of biased-ligand search; 360,000 compounds, 0.98% hits; AID 540308, 2011; activation, % at 8.9 µM; U2OS MC4R beta-arrestin complementation; percent of melanotan II response, DMSO zero;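 active means activation above a per-plate cutoff, the mean activation of sample wells on that plate plus 3 SD, cut at about 8% in these data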
# Vif inh = HIV Vif self-association inhibitors, primary screen, imaging, HEK293T, single point | HEK293T cells, Vif self-association by quenched fluorescence, 24 h | inhibition, % at 7.49 µM | 340,000 compounds, 0.35% hits; in the data active means inhibition above about 50%, passing the limit was not always enough; further: some results filed as inactive read as strong as hits
# ABCB6 inh 2 = ABCB6 transporter inhibitors, primary screen, K562-ABCB6 cells, flow cytometry, MLPCN library. ATP-binding cassette sub-family B member 6 (Homo sapiens), Q9NP58. K562-ABCB6 porphyrin accumulation, 1 h; stronger effect = lower value. fluorescence ratio to DMSO, % at 10 µM. 360,000 compounds, 0.19% hits. AID 602162, 2011;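 active means fluorescence ratio to DMSO below 75%, the collection mean minus 3 SD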;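 further: signal is porphyrin accumulated inside mitochondria; 100% equals median channel fluorescence of DMSO control wells; lower ratio means ABCB6 inhibition with less porphyrin fluorescence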
# Granule exo inh = LAMP-1 surface exposure blockers, TALL-104 cells – cell-based, flow cytometry, MLPCN library, primary screen | TALL-104 LAMP-1 surface exposure; cells stimulated with thapsigargin and PMA | inhibition, % at 10 µM | 360,000 compounds, 0.66% hits | AID 651702, 2012;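 active means inhibition above about 55%, limit read from the data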
# aDG glyco up = activators of alpha-DG glycosylation, primary screen, uHTS, Pro5-aDG cells, AlphaScreen. alpha-DG glycosylation AlphaScreen (IIH6); 0% Pro5, 100% B10-LARGE cell signal. activation, % at 10 µM. 360,000 compounds, 0.22% hits. AID 624168, 2012;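 active means activation of at least 8% versus controls, or a plate z-score of at least 8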;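 further: Pro5 are CHO cells carrying HIG-tagged alpha-DG that lacks glycosylation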
# ABHD5-PLIN5 inh = ABHD5-PLIN5 interaction inhibitors, primary screen, cell lysate, split luciferase complementation, luminescence; Perilipin-5 (Homo sapiens) + 1-acylglycerol-3-phosphate O-acyltransferase ABHD5 (Homo …; Split G. princeps luciferase complementation, 4 h; inhibition, % at 4 µM; 360,000 compounds, 0.78% hits;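 active means inhibition above the mean inhibition across every tested compound plus 3 SD, cut at about 22% in these data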;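 further: 0% = DMSO only wells and the 100% control is not disclosed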
# Glyco luc inh = increase of ERlucT glycosylation luciferase signal, primary screen, N-linked glycosylation inhibitor project, D54 ERlucT cells, luminescence, set 2. D54 ERlucT glycosylation luciferase reporter, 24 h; percent of 100 nM tunicamycin response. reporter increase, % at 12.5 µM. 360,000 compounds, 0.23% hits;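 active means mean luciferase reporter signal, scaled so untreated is 0 and the glycosylation-blocking control 100, at or above a set limit in every replicate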;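 further: luciferase carries N-glycosylation sites so blocking glycosylation raises the light; 0% = median of neutral control wells and 100% = median of 100 nM tunicamycin wells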
# TLR9-MyD88 inh = inhibitors of TLR9-MyD88 association in cells, primary screen, cell-based, CHO, BLA complementation, fluorescence; Toll-like receptor 9 (Homo sapiens) + Myeloid differentiation primary response protein …; CCF4 FRET ratio; inhibition, % at 4.98 µM; 340,000 compounds, 0.21% hits; AID 504734, 2011;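 active means inhibition above the mean over all tested compounds plus 3 SD, cut at about 21% in these data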;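 further: 0% = DMSO only wells and 100% = clavulanate BLA inhibitor control wells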
# NOD2 RIPK2 PPI = NOD2-RIPK2 binding disruptors in cells, primary screen, fluorescence, CHO cells, BLA complementation. Receptor-interacting serine/threonine-protein kinase 2 (Homo sapiens), O43353. CCF4 ratio. inhibition, % at 4.98 µM. 360,000 compounds, 0.38% hits. AID 624267, 2012; in the data active means inhibition above about 21%;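 further: 0% = vehicle only and 100% = reference blocker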
# * hit, by the source's call; / = no result given; & = joins results of further samples.
SMILES,MC4R antag cAMP,MC4R ag barr,Vif inh,ABCB6 inh 2,Granule exo inh,aDG glyco up,ABHD5-PLIN5 inh,Glyco luc inh,TLR9-MyD88 inh,NOD2 RIPK2 PPI
COc1ccc(NC(=O)c2ccc(-n3nc(C)c[n+]3[O-])cc2)cc1,6,0.3,-1,103,-2,-0.1,2,1,5,-3
COc1cc(=O)[nH]c(SCC(=O)Nc2ccc3ccccc3c2)n1,18,1.6,-1,96,-6,0.1,4,1,-13,7
COCCNS(=O)(=O)c1ccc2c(c1)C(=O)c1cc(S(=O)(=O)NCCOC)ccc1-2,3,0.4,8,95,0,0.0,5,-1,8,-4
COc1ccc(/C=N\NC(=O)c2nn(C)cc2Cl)cc1CN1CCOCC1,-5,0.8,-1,96,2,0.1,2,1,-5,12
COc1ccc(C2=NN3C(=O)c4c(ccc(OC)c4OC)C3C2)cc1 (configuration not stated),-5,-0.5,9,100,-4,0.3,-5,1,2,-10
CSc1nnc(-c2ccccc2)c(-c2ccccc2)n1,4,-0.2,-5,98,1,0.1,1,-1,4,10
COc1ccc(/C=C2\C(=O)ON=C2c2ccccc2)cc1,1,-0.7,-9,91,-11,0.1,-8,8,5,0
Cc1ccc(Cc2c(-c3ccc(F)cc3)nc3c(Cl)cc(C(F)(F)F)cn23)cc1,/,/,/,95,-4,-0.1,3,-2,/,-4
Cc1ccc(CCNC(=O)C2CCN(S(=O)(=O)N3CCCC3)CC2)cc1,21,-1.1,0,98,-2,0.1,7,-2,-4,4
CC(=O)Nc1coc2ccc(Br)cc12,6,-1.2,-4,97,-1,0.0,-1,-2,-4,-8
COC(=O)c1ccc(OC(=O)c2ccc(OC)cc2)c(OC)c1,8,-3.9,1,98,3,0.2,7,2,-8,4
CN(CC(=O)Nc1c(Cl)cccc1Cl)C(=O)Cc1ccc2c(c1)CCC2,2,6.2,-3,97,-3,-0.3,-9,0,9,10
COC(=O)Cc1ccc(OC2(C)CCN(Cc3ccc4c(c3)OCCO4)C2)cc1 (configuration not stated),-2,-0.7,-6,106,0,-0.1,-1,1,/,-7
COc1ccc(C(CCN2CCN(c3ccccc3)CC2)c2c(OC)cc(OC)c3c(-c4ccccc4)cc(=O)oc23)cc1 (configuration not stated),-4,-2.6,0,93,10,-0.5,6,-2,0,-13
O=C1c2ccccc2N2C(=O)c3ccccc3[C@H]2N1c1ccccc1,3,0.9,-2,99,-2,0.0,0,1,1,-4
CCOC(=O)c1c(-c2cccs2)csc1NC(=O)C(C)(C)C,3,1.2,-2,97,-4,0.0,-10,-4,-2,3
OCCC1CN(Cc2c(F)cccc2Cl)CCN1C1CCCC1 (configuration not stated),3,0.4,2,90,0,0.2,1,-1,-4,6
Cc1ccc(-c2c[n+](Cc3cccc(Cl)c3)c3n2CCC3)cc1,4,-2.4,-8,98,0,0.0,2,3,-3,-1
CCCN1C(=O)CC(C(=O)OC)=C1C,3,-1.9,-1,101,-3,0.0,3,-1,6,-8
Cc1cc(=O)[nH]c(SCC(=O)Nc2nnc(CC(C)C)s2)n1,0,-1.9,11,93,0,-0.1,-7,1,2,2

# Some of the entries above in another layout:
Compound	MC4R antag cAMP	MC4R ag barr	Vif inh	ABCB6 inh 2	Granule exo inh	aDG glyco up	ABHD5-PLIN5 inh	Glyco luc inh	TLR9-MyD88 inh	NOD2 RIPK2 PPI
COc1cc(=O)[nH]c(SCC(=O)Nc2ccc3ccccc3c2)n1	18	1.6	-1	96	-6	0.1	4	1	-13	7
Cc1cc(=O)[nH]c(SCC(=O)Nc2nnc(CC(C)C)s2)n1	0	-1.9	11	93	0	-0.1	-7	1	2	2

# Next section.
SMILES,MC4R antag cAMP,MC4R ag barr,Vif inh,ABCB6 inh 2,Granule exo inh,aDG glyco up,ABHD5-PLIN5 inh,Glyco luc inh,TLR9-MyD88 inh,NOD2 RIPK2 PPI
CCOC(=O)C1=NN(c2ccc(F)cc2)C2=NC(C)=C(C(=O)OC)C(c3cccs3)N12 (configuration not stated),1,-1.9,-2,99,1,-0.3,0,2,-6,1
O=C(O)Cn1c(O)c(C=Nc2ccccc2)sc1=S,-23&-10,-1.8&-0.5,0&-10,99&100,-1&3,-0.1&-0.3,-3&-6,1&1,9&0,0&-2
Cc1ccc(C)c(S(=O)(=O)N2CCN(C(=O)CCC(=O)NCc3ccc(Cl)cc3)CC2)c1,6,1.4,-1,97,0,-0.1,4,2,0,1
COCC(C)NC(=O)C1CCN(S(=O)(=O)c2ccc3ccccc3c2)CC1 (configuration not stated),5,-3.0,3,103,0,1.4,-10,2,-5,1
COc1cccc(CSc2nnc(-c3ccc(F)cc3)o2)c1,13,2.9,3,102,9,-0.1,-7,0,-10,-8
Cc1ccc(C(=O)Nc2ccc3c(c2)C(=O)N(C)C3=O)c(C)c1,13,-0.1,4,95,-2,0.1,-1,1,4,13
COCCN(CCOC)C(=O)C1CCN(c2ccc(S(=O)(=O)N3CCOCC3)cc2[N+](=O)[O-])CC1,5,-2.1,24,96,1,-0.2,-2,2,10,-3
CC(C)Cn1c(N)c(C(=O)COC(=O)c2cccc(F)c2)c(=O)n(C)c1=O,0,-1.0,3,88,0,1.4,9,-2,2,3
c1ccc(-c2nc(N3CCNCC3)nc3ccccc23)cc1,-8,-1.6,/,117,6,2.4,9,0,-1,0
CCOC(=O)C1CCN(C(=O)c2ccccc2NC(=O)c2ccc(Br)cc2)CC1,1,-0.5,6,95,3,0.1,-3,1,2,-2
CC(C)n1cnc2c(NCc3ccccc3)nc(NCc3ccccc3)nc21,4,-1.6,-1,92,13,0.2,-4,-2,-9,1
CC1(C(=O)NCc2ccccc2Br)CCN1C(=O)C1(c2ccc(Cl)cc2)CC1 (configuration not stated),11,0.1,-9,96,-1,0.4,1,-4,/,-7
CCCCOc1ccc(-c2c(C(=O)Nc3ccccc3)c(C)[nH]c(=S)c2C#N)cc1,20,1.2,21,90,-1,1.0,-4,1,-21,1
Cc1ccc(NC(=O)CSc2nnc(-c3ccco3)o2)cc1,11,1.6,2,101,-10,-0.2,8,2,6,-6
CCOC(=O)C1=C(CN2CCCCC2)NC(=O)NC1c1cc(C)ccc1C (configuration not stated),0,-1.1,4,96,2,0.0,-8,-2,-2,-2
CC1=CC(C)(C)Nc2cc(C)c(C)cc21,15,-0.7,-17,106,0,0.4,-4,0,-11,-4
NC(=O)c1ccsc1NC(=O)COC(=O)c1ccc(Cl)c(N)c1,1,4.3,-4,102,2,-0.4,2,-2,9,-2
Cc1ccc(S(=O)(=O)Nc2ccc(Cl)cc2C(=O)c2ccccc2)cc1,2,3.3,-3,93,8,0.7,6,-5,-6,-9
CCOC(=O)C1(CCOc2ccccc2)CCN(Cc2ccc3c(c2)OCCO3)CC1,-1,-1.3,-4,94,83*,1.7,-3,-4,1,4
OCC1(Cc2ccc(F)cc2)CCCN(CCc2ccccc2)C1 (configuration not stated),9,2.1,3,100,9,0.1,-3,-3,-10,-15
Cc1oc(-c2cc3c(cc2Cl)OCO3)nc1CN1CCCC(C(=O)N2CCOCC2)C1 (configuration not stated),16,-1.9,-5,104,-2,0.3,2,1,-2,-1
Cc1ccc(CN=C(N)Nc2nc(C)cc(C)n2)cc1,0,0.9,-12,94,3,0.9,1,14,0,5
COc1cccc(C(=O)Nc2c3c(nn2-c2cccc(C)c2C)CS(=O)(=O)C3)c1OC,8,0.5,/,97,1,-0.4,-2,-2,0,-2
Cn1c(SCC(=O)Nc2ccccc2-c2ccccc2)nnc1-c1ccco1,3,0.6,-6,94,2,-0.1,8,-1,1,-6
CN1CCCN(CC(O)COCc2cccs2)CC1 (configuration not stated),13,0.9,2,99,5,-0.1,2,0,3,4
Cc1ccc(CCNC(=O)C2CC(c3cccc(F)c3)=NO2)cc1 (configuration not stated),13,0.7,6,94,-11,-0.1,3,1,1,-6
CN1C(=O)Cc2cc(S(=O)(=O)N3CCN(c4cccc(C(F)(F)F)c4)CC3)ccc21,12,5.1,-1,111,6,0.1,-4,0,-16,-5
CCn1c(SCC(=O)NC2CCCCC2)nnc1C(CO)NC(=O)c1ccccc1 (configuration not stated),1,-4.1,-4,91,1,0.0,0,-1,-10,-11
CCN(CC)S(=O)(=O)c1cccc(C(=O)N/N=C/c2ccc(O)c(O)c2O)c1,2,0.3,7,92,4,0.3,-13,1,8,6
COc1ccc(/C=C/C(=O)c2ccc(NC3=NCCCS3)cc2)cc1OC,-13,-3.5,-3,92,1,0.6,36*,5,9,11
CCC(=O)N1CCN(c2ccc(OC)cc2[N+](=O)[O-])CC1,7,-0.2,4,103,1,-0.1,-2,-1,0,-8
CCc1cc2c(=O)n(CC(C)C)cnc2s1,5,0.9,-2,99,1,-0.1,0,0,1,-5
CC(CCCC(C)(C)O)NC(=O)c1ccc2oc(CCc3ccccc3)nc2c1 (configuration not stated),8,-0.4,19,99,1,0.2,4,-5,0,3
Cc1ccc(-c2nnn(Cc3nc4ccccc4s3)n2)cc1,1,1.1,-4,91,1,-0.3,-1,-1,0,-1
O=C(Nc1ccccc1)c1ccc(-c2ccc(Br)cc2)o1,12,0.8,-9,93,0,-0.2,-5,8,-10,1
COC(=O)c1scc(C)c1NC(=O)CC1NCCNC1=O (configuration not stated),7,0.3,38,89,12,0.1,-5,0,/,3
CC(C)NC(=O)/C(C#N)=C\c1ccc(N(C)C)o1,-25,-2.3,/,97,0,0.1,9,-1,0,0
CCOc1ccc(-n2nc3c(Cl)nnc(C)c3c2C)cc1,-2,1.0,4,103,1,0.5,-3,3,11,-5
CC(=O)c1ccc(Oc2cc(C)nc(-n3nc(C)cc3C)n2)cc1,-13,-0.9,-9,106,33,-0.3,-2,17,-11,1
COc1ccc(C(=O)Nc2ccc(N3CCCC3)cc2)cc1OC,-16,-0.5,-2,114,0,-0.1,5,0,1,-5
COc1cc(Cl)ccc1OCc1cc(C(=O)NCCCN2CCCC2=O)no1,2,-3.5,-1,106,0,0.2,0,1,-5,2
COc1ccc(S(=O)(=O)Cc2ccc(C(=O)O)o2)cc1,27,-0.8,-1,108,10,-0.1,3,0,2,-5
CCC(C(=O)N1CCOCC1)n1nc(C)n2c(cc3cc(C)ccc32)c1=O (configuration not stated),3,-0.7,2,97,-2,0.0,3,2,9,-2
CCSc1nc(C2CC2)cc(-c2ccco2)c1C#N,3,-1.0,1,100,2,-0.2,-3,17,6,1
CCC(c1nnnn1-c1ccc2c(c1)OCCO2)N1CCN(c2cccc(C)c2C)CC1 (configuration not stated),/,/,/,94,-5,0.1,-6,/,/,5

# An excerpt; the hit share may differ from the screen's.
